LMNA splice mod: qHTS Assay for Modulators of Lamin A Splicing; HeLa LMNA splicing GFP/RFP minigene ratio, 48 h; Potency, µM (series often up to 46.1 µM), for the others: at the top dose ratio change, negative = inhibition, usual class: inhibitors; hit rate 0.01% among 200,000; AID 1487, 2009; active = well fitted inhibition curve with a large enough effect in the signal ratio, with a control signal flat, not every such curve was filed as active; inconclusive = small, poorly fitted or top-dose-only effect, or effect the other way, or a change in a side signal; the % refers to the signal ratio; note: % is set by controls: 0 for no effect and ±100 for the full control effect
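S3 HeLa cells stably expressing lamin A-EGFP splicing minigene plus DsRed2, 600 cells/well, 48 h compound exposure at 37C. Laser-scanning cytometry; analysed as GFP (500-530 nm)/RFP (575-640 nm) total intensity ratio; 0.5% DMSO vehicle.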
TR SRC2 fluor cs: Total Fluorescence Counterscreen for Inhibitors of the Interaction of Thyroid Hormone Receptor and Steroid Receptor Coregulator 2; hit rate 0.29% among 280,000; Potency, µM (highest dose often 106 µM), without a hit: top-dose fluorescence change, negative = quenching; TRb/SRC2 Texas Red total fluorescence interference; active = well fitted curve in either direction with a large enough effect; inconclusive = small, poorly fitted or top-dose-only effect; note: % is set by controls: 0 for no effect and ±100 for the full control effect
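Flags fluorescent or light-absorbing compounds by total fluorescence, S + 2P, at 555 nm excitation and 632 nm emission. Mixture: 20 nM Texas Red SRC2 peptide, 0.6 uM human TRb LBD, 1 uM T3, 5% DMSO; compound exposure 5 h at ambient temperature.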
SMN2 splice up: qHTS Assay for Enhancers of SMN2 Splice Variant Expression; HEK293 SMN2-luciferase splicing reporter, luminescence, 30-36 h; Potency, µM (top dose mostly 46.1 µM), inactives show at the highest dose activity change, positive = activation, actives largely listed as activators; hit rate 2.8% among 210,000; note: % of control where 0% means no effect; nearly all actives have a fitted effect of over 55% in size
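qHTS luciferase splicing reporter: luminescence rises when SMN2 exon 7 is included in transfected HEK293 cells. Compound exposure lasted 30-36 h at 37C, with 4.5 mM final sodium butyrate as control, followed by a ONE-Glo read.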
RECQ1 inh: qHTS Assay for Inhibitors of RecQ-Like Dna Helicase 1 (RECQ1); ATP-dependent DNA helicase Q1 (Homo sapiens), P46063; RECQ1 DNA unwinding, red fluorescence kinetic read; Potency, µM (titrated, usually from 57.3 µM), for inactives: top-dose activity, negative = inhibition, usual class: inhibitors; hit rate 0.54% among 240,000; AID 2549, 2010;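 note: plate controls were vehicle for no effect and no enzyme for full effect; nearly all actives have a fitted effect of over 30% in size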
Target sequence (P46063 whole entry, looked up): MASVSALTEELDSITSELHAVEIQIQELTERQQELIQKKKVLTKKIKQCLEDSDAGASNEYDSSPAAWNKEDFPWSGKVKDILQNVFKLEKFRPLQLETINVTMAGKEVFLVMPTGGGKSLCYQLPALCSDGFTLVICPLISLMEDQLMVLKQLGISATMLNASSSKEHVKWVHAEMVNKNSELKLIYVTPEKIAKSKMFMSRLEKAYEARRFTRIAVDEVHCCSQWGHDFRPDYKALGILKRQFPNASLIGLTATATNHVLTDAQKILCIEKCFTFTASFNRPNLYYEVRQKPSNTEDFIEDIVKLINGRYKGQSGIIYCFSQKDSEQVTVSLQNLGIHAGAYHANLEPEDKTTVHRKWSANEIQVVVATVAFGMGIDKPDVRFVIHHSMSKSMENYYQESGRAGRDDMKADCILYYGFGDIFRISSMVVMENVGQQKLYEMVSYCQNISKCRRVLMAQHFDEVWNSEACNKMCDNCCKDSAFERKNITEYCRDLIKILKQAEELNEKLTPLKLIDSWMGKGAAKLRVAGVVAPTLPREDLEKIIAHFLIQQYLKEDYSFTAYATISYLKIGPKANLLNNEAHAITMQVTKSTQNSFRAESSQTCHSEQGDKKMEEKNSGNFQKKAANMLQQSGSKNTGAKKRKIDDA
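50 nM RECQ1T1 preincubated 15 min with compound in Tris pH 8.0 buffer with MgCl2, DTT, Tween-20 and 2.5 ug/ml poly(dI-dC); started with 200 nM TAMRA/BHQ-2 forked duplex and 2 mM ATP. Unwinding read as fluorescence (525/598 nm), two reads 2 h apart.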
GoLoco inh red: qHTS Assay for Inhibitors of RGS12 GoLoco Motif Activity (Red Fluorophore) | Potency, µM (series often up to 61.6 µM), inactives show at the highest dose activity, negative = inhibition, hits mostly inhibitors | Guanine nucleotide-binding protein G(i) subunit alpha-1 (Homo sapiens), P63096 | Gai1:RGS12 GoLoco peptide FP, rhodamine, 10 min | hit rate 0.44% among 230,000; active = well fitted inhibition curve with a large enough effect, not every such curve was filed as active; inactive = no such curve, though single readings can be large or run the other way; note: % is set by controls: 0 for no effect and ±100 for the full control effect; nearly all actives have a fitted effect of over 30% in size; many of its hits are not listed in these tables
TRb SRC2 PPI: qHTS for Inhibitors of the Interaction of Thyroid Hormone Receptor and Steroid Receptor Coregulator 2; Thyroid hormone receptor beta (Homo sapiens), P10828; TRbeta-SRC2 peptide binding, fluorescence polarization; receptor liganded with 1 µM T3; Potency, µM (doses to about 106 µM), for inactives: top-dose activity change, negative = inhibition, most hits filed as inhibitors; hit rate 0.065% among 280,000;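 note: plate controls were bound peptide for no effect and peptide without receptor for full effect; nearly all actives have a fitted effect of over 50% in size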
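Binding of a 20-amino-acid Texas Red SRC2 peptide (20 nM) to TRb ligand-binding domain (0.6 uM) with agonist T3 at 1 uM was followed by fluorescence polarization after a 5 hr room-temperature incubation.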
KDM4E inh: qHTS Assay for Inhibitors of Human Jumonji Domain Containing 2E (JMJD2E); Lysine-specific demethylase 4E (Homo sapiens), B2RXH2; AID 2147, 2009; Potency, µM (highest dose often 57.1 µM), for inactives: top-dose activity change, negative = inhibition, hits mostly inhibitors; JMJD2E catalytic domain, FDH-coupled NADH fluorescence (FDH is formaldehyde dehydrogenase); hit rate 1.6% among 230,000; active = well fitted inhibition curve with a large enough effect, not every such curve was filed as active; inconclusive = small, poorly fitted or top-dose-only effect, or another doubt; inactive = no such curve, though single readings can be large or run the other way;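 note: 0% = wells with enzyme and -100% = buffer wells without enzyme; nearly all actives have a fitted effect of over 50% in size; many of its hits are not listed in these tables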
Target sequence (B2RXH2 1-337 limits assumed): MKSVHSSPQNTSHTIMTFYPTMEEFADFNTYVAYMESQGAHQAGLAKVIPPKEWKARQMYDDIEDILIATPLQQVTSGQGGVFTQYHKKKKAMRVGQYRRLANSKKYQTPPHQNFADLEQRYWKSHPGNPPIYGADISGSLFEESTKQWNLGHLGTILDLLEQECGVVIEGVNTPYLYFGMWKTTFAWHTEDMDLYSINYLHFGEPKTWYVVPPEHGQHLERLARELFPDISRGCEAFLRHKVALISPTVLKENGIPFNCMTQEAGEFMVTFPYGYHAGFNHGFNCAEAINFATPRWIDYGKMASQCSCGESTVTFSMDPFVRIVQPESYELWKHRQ
ALDH1A1 inh: qHTS Assay for Inhibitors of Aldehyde Dehydrogenase 1 (ALDH1A1); Potency, µM (highest dose often 75.3 µM), inactives show at the top dose activity, negative = inhibition, actives largely listed as inhibitors; Aldehyde dehydrogenase 1A1 (Homo sapiens), P00352; Purified ALDH1A1, NADH fluorescence, propionaldehyde substrate; hit rate 7.3% among 220,000; active = well fitted inhibition curve with a large enough effect, not every such curve was filed as active; inconclusive = small, poorly fitted or top-dose-only effect, or another doubt; inactive = no such curve, though single readings can be large or run the other way;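 note: plate controls were no enzyme wells and a reference inhibitor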
Active calls of the source: *; i = inactive; ? = inconclusive; . = no result given; & = joins results of further samples; [ ] = another dose, or the depositor's remark. Unless noted, calls come from the whole dose curve; as a rule, active = well fitted curve in the direction sought with a large enough effect; inconclusive = small, poorly fitted or top-dose-only effect, or another doubt; inactive = no such curve, though single readings can be large; an effect the other way counts as inactive or inconclusive. Potency is the fitted concentration of half-maximal effect.

SMILES	LMNA splice mod	TR SRC2 fluor cs	SMN2 splice up	RECQ1 inh	GoLoco inh red	TRb SRC2 PPI	KDM4E inh	ALDH1A1 inh
CN1C(=O)CSc2ccc(NC(=O)N3CCN(c4ccccc4)CC3)cc21	.	1%	.	i	25%	3%	-8%	?
O=C(CSCc1c(F)cccc1Cl)Nc1cccnc1	?	0%	0%	i	1%	2%	1%	-4%
CN1CCN(C(=O)/C(=C\c2cccs2)NC(=O)c2cccs2)CC1	-4%	-1%	4%	i	14%	-8%	2%	-7%
COc1ccc(Cl)cc1NC(=O)CNc1ccccc1CN(C)C1CCCCC1	.	-4%	-15%	-2%	3%	-1%	-20%	8.9µM*
CC/C=C\C/C=C\C/C=C\C/C=C\C/C=C\CCCC(=O)O	.	-2%&0%	-11%&8%	11%&-7%	-8%&-2%	1%&-6%	9%	-8%
O=C(Cn1nnc2ccccc2c1=O)NCCc1ccc(Cl)cc1Cl	-10%	-2%	14%	-2%	2%	-14%	1%	12%
C=CCN(C(=O)c1cccc(N2C(=O)C3CC=CC(C)C3C2=O)c1)c1ccccc1 (configuration not stated)	.	-1%	-17%	-20%	7%	3%	-6%	?
O=C1C(Nc2ccccc2)=C(N2CCCCC2)C(=O)c2ccccc21	?	-2%	-58%[inhibitor]	-4%	-6%	2%	-7%	20µM*
CN=c1scc(-c2ccccc2F)n1/N=C/c1ccc[nH]1	10%[46 µM]	-4%	-110%[inhibitor]	i	31%[activator]	0%	-8%	-1%
CCCCNC(=O)CN1C(=O)NC2NC(=O)NC21 (configuration not stated)	-1%	-5%	4%	-19%	7%	-6%	-1%	4%
Cn1ncc(C#N)c1NC(=O)C1CC(c2ccc(Cl)c(Cl)c2)=NO1 (configuration not stated)	15%	2%	-19%	-3%	16%	-16%	1%	12%
COc1cc2c(=O)n(CC3CCCO3)c(=O)n(CC(=O)Nc3cccc(Cl)c3)c2cc1OC (configuration not stated)	6%	-1%	-19%	-8%	16%	-7%	?	?
CCc1ccccc1NC(=S)N(Cc1cccc(C)c1)c1cccnc1	?	-3%	-38%[inhibitor]	8%	3%	-3%	-21%	?
COCCNc1ncnc2ccc(-c3ccoc3)cc12	5%	.	.	-1%	24%	.	.	?
COCCN1C(=O)c2oc3ccccc3c(=O)c2C1c1ccc(OC)c(OC)c1 (configuration not stated)	-3%	-2%	14%	-14%	5%	-1%	-5%	0%
O=C(COC(=O)/C=C/c1ccc(Br)o1)NCCCN1CCCC1=O	-6%[46 µM]	1%	5%	i	3%	-4%	-10%	?
O=S(=O)(Cc1noc(-c2ccc(Cl)cc2)n1)Cc1ccco1	?	-4%	.	i	0%	5%	-2%	-13%
OC(COc1ccc2ccccc2c1)CN1CCCC1 (configuration not stated)	19%	-1%	-6%	1%	-9%	4%	-4%	3%
O=C(CN(CCO)c1ccccc1)Nc1cccc(S(=O)(=O)N2CCCC2)c1	-20%[46 µM]	3%	-14%	-6%	5%	1%	-2%	?
CCOc1ccc(N2CC(C(=O)Nc3ccc(F)cc3F)CC2=O)cc1 (configuration not stated)	10%	2%	-14%	i	15%	-13%	2%	13%
Cc1cc(C(=O)CSc2nnc(-c3ccco3)o2)c(C)n1-c1ccc2c(c1)OCCO2	-10%	1%	-71%[inhibitor]	-8%	12%	-8%	-4%	-8%
COc1cc(OC)c(OC)cc1/C=N/Nc1ncnc2c1[nH]c1ccccc12	7%	-2%	-22%	-1%	4%	-1%	?	?
COC(=O)N/N=C/C1=C[N+](=O)c2ccccc2[N+]1=O	?	2%	4%	11%	-6%	2%	-22%	-6%
CC(OC(=O)c1ccc(NS(=O)(=O)c2ccc3[nH]c(=O)[nH]c3c2)cc1)C(=O)Nc1ccc(Cl)cc1 (configuration not stated)	.	-4%	-5%	i	0%	-2%	6%	-9%
Cc1ccc(C(=O)N/C(=C/c2cccs2)C(=O)NCc2ccco2)cc1	-7%	-2%	-8%	4%	3%	0%	0%	7%
CCOC(=O)c1ccccc1NC(=O)c1ccccc1NS(C)(=O)=O	-7%	-6%	9%	-25%	9%	4%	?	4%
CCCCNc1cc(=O)oc2ccccc12	-3%	0%	-19%	-5%	8%	-6%	-4%	3%
O=C(NCc1ccco1)C12CN(Cc3ccccc3)CC1C(c1ccc([N+](=O)[O-])cc1)=NO2 (configuration not stated)	4%	-3%	-29%	-2%	6%	-5%	2%	4µM*
COC(=O)c1ccc(NC(=O)Cc2ccccc2)cc1	6%	0%	9%	0%	2%	-3%	3%	9%
COc1ccc(NC(=O)CCN2CCCCCC2)cc1	-6%	-4%	10%	i	12%	6%	0%	?
COc1ccc(Cn2nnnc2C(c2ccccc2Cl)N2CCC(C(N)=O)CC2)cc1 (configuration not stated)	9%	1%	-7%	-13%	16%	0%	-5%	-1%
O=S(=O)(NCCCCCCc1ccccc1)c1cccc2c(Cl)cccc12	.	-1%	.	-17%	11%	-1%	?	?
Cc1nc(N2CCOCC2)sc1C(=O)NN	.	-3%	24%	-5%	-12%	5%	136%[activator]	?
CCN1C(=O)c2ccccc2S(=O)c2ccc(C(=O)N3CCN(C(=O)c4ccco4)CC3)cc21 (configuration not stated)	-10%	0%	0%	-7%	3%	6%	1%	8.9µM*
Cc1ccc(N2CC(C)Cn3c2nc2c3c(=O)n(CC(=O)OCc3ccccc3)c(=O)n2C)cc1C (configuration not stated)	-7%	0%	-1%	i	2%	-9%	10%	?
COc1ccc(C(=O)C2CCCN(Cc3ccc4nonc4c3)C2)c(OC)c1 (configuration not stated)	.	-1%	.	i	-8%	5%	-3%	?
CCOc1ccc(C(=O)OC2CCN(C)CC2)cc1	-14%	-1%	-21%	-7%	11%	-5%	0%	6%
O=C(OC(C(=O)NCc1cccs1)c1ccccc1F)c1ccco1 (configuration not stated)	6%	-1%	5%	-8%	4%	1%	8%	?
O=C(c1ccc2nc[nH]c2c1)N1CCc2ccccc2C1	19%[46 µM]	-2%	5%	-7%	-9%	-7%	?	2%
Cc1cc(C(=O)NCCCOC(C)C)c2ccccc2n1	15%	-3%	13%	-2%	-1%	-11%	-7%	12%
Cc1cccc(/C=C(\C(=O)C(=O)O)c2ccc3ccccc3n2)c1	?	-6%	22µM*	0%	-11%	-2%	?	7.9µM*
COc1ccc(CCNC(=O)CNC(=O)Cn2ccc3ccccc3c2=O)cc1OC	.	1%	.	-3%	5%	-1%	-12%	.
c1ccc(N2CCOCCOCCOCCOCC2)cc1	.	-1%	.	i	5%	0%	5%	.
CCCn1c(=O)c2ccccc2n2c(SCc3nc4ccccc4s3)nnc12	?	2%	?	-2%	48%[activator]	-6%	-18%	?
CCc1cc2c(=O)n(-c3ccc(Br)cc3)cnc2s1	0%	0%	5µM*	-4%	5%	-2%	-2%	9%
COc1cccc(N=Cc2c[nH][nH]c2=O)c1	22%	1%	-16%	?	6%	-6%	-7%	4%
CCCOc1ccc(-c2nnn(CC(=O)Nc3cccc(C(=O)OC)c3)n2)cc1	-9%	2%	-11%	-8%	2%	1%	1%	8%
CSc1ccc(S(=O)(=O)Nc2ccc(NC(C)=O)cc2)cc1	-3%	1%	-16%	i	2%	1%	4%	?
Cc1ccc(NC(=O)CCC(=O)N/N=C/c2cccs2)cc1C	-2%	-2%	-7%	1%	-4%	8%	8%	-6%
O=C(c1ccc2c(c1)OCO2)N1CCC2(CC1)Oc1ccc(Cl)cc1C(=O)C21CC(c2ccccc2)=NO1 (configuration not stated)	.	-1%	.	i	1%	2%	2%	.
Continued:
SMILES	LMNA splice mod	TR SRC2 fluor cs	SMN2 splice up	RECQ1 inh	GoLoco inh red	TRb SRC2 PPI	KDM4E inh	ALDH1A1 inh
CCc1c(O)c(/C(C)=N\O)c(=O)n(-c2ccccc2)c1-c1ccccc1	-5%	-1%	?	-6%	15%	-3%	-12%	9%
O=C(Nc1ccc2c(c1)OCCO2)C1CCN(C(=O)c2ccc([N+](=O)[O-])cc2)CC1	.	-1%	-26%	i	3%	12%	-7%	-6%
Oc1ccc(-n2cccc2/C=N/n2cnnc2)cc1	3%[46 µM]	2%	.	-11%	7%	1%	1%	4%
O=C(NC(=O)c1ccccc1Cl)Nc1ccc(-c2cnco2)cc1	.	-2%	.	-5%	0%	4%	-1%	.
CC(C)C(=O)NC(=O)COC(=O)/C=C/c1cccs1	.	-4%	-4%	i	2%	1%	-1%	-4%
CNC(=O)c1ccsc1NC(=O)CN1C(=O)CCC1=O	.	0%	.	i	-6%	-6%	9%	.
CCOC(=O)Cc1nn(C)c(=O)c2ccccc12	-8%	-9%	5.6µM*	i	2%	4%	0%	14%
O=C(CSc1ccc(Cl)cc1)Nc1cccc(-c2nnc(-c3ccco3)o2)c1	2%	1%	?	-5%	-3%	-3%	?	4%
CCSc1nc(-c2ccccc2)nc(C(Cl)Cl)n1	?	5%	2%	-1%	3%	-4%	-6%	8%
Cc1nc2c(C(=O)N3CCN(C)CC3)cnn2c(C)c1Cc1ccc(Cl)cc1	0%	1%	-7%	-8%	10%	-17%	?	?
O=C(c1ccncc1)N1CCC2(CCCN(c3ccccc3)C2)CC1	.	.	-10%	-6%	23%	.	.	-9%
Cc1ccc(COn2c(-c3ccc(Cl)cc3Cl)nc3ncccc32)cc1	-15%	1%	-26%	-13%	9%	4%	4%	18µM*

Source: PubChem BioAssay (National Center for Advancing Translational Sciences (NCATS))

A portion of the library (hit frequency here may not be typical).
